p53null 32C kill – p53 null cell cytotoxicity, permissive temperature; Potency, µM (highest dose often 46.1 µM), for inactives: at the highest dose activity change, negative = cytotoxicity, hits mostly cytotoxic; hit rate 0.62% among 55,000; H1299-neo p53 null cells, ATP luminescence, 24 h, 32C;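 further: 0% = DMSO only and -100% = full killing by 100 µM tamoxifen; nearly all actives have a fitted effect of over 55% in size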
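Luminescent ATP readout gave cell viability of p53-null H1299-neo cells after a 24 h compound exposure at the permissive 32C. Titrations ran up to 46 uM, and AC50s were fitted with the standard Hill equation.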
p53null 39C tox – kills p53 null cells at the nonpermissive temperature | H1299 p53-null (neo) cells, 39C, ATPlite viability, 24 h | Potency, µM (series often up to 46.1 µM), for the others: at the top dose activity, negative = cell killing, actives largely listed as cytotoxic | hit rate 0.97% among 55,000 | AID 904;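 further: 0% = DMSO only and -100% = full killing by 100 µM tamoxifen; nearly all actives have a fitted effect of over 50% in size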
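Luminescent ATP signal reported cell survival after H1299 lines (neo, p53 null; or p53 A138V) received up to 46 uM compound and 24 hr incubation at 39C.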
Numbers without * were called inactive; ? = inconclusive; [ ] = another dose, or the depositor's remark. The call rests on the fitted dose curve; in most records, active means well fitted cell-killing curve with a large enough effect; inconclusive means small, poorly fitted or top-dose-only effect; inactive means no such curve, though single readings can be large or run the other way. Potency means the concentration at half of the fitted maximal effect.

Structure,p53null 32C kill,p53null 39C tox
COc1ccc(S(=O)(=O)Nc2ccc(O)c(Sc3ncn[nH]3)c2)cc1,12.5%,0.2%
COc1ccccc1CNCc1ccc(OC)c(OC)c1OC,-18.7%,-9.2%
Nc1nc2ccc(O)cc2s1,11.9%,9.8%
c1ccc(CNc2ncnc3c2cnn3Cc2ccccc2)cc1,4.9%,-16.5%
CCOc1ccc(NCC2CCOC(C)(C)C2)cc1 (stereo not given),1.4%,1.8%
CC(=O)N1CCN(S(=O)(=O)c2cccc(C(=O)Nc3ccc4c(c3)CCC4)c2)CC1,13.4%,0.4%
CCSc1nc2sc3c(c2c(=O)[nH]1)CCc1ccccc1-3,-1.3%,-3.7%
CCOCCN1CCN(c2c(CC)c(C)nc3cc(-c4cc(OC)cc(OC)c4)nn23)CC1,-17.4%,-46.1%
CC(C)Nc1ncnc2c1cnn2-c1ccccc1,11.2µM*,?
O=C1CC(c2ccco2)=Nc2ccccc2N1,-9.4%,-13.1%
CCOC(=O)c1ccccc1NS(=O)(=O)c1ccc(OC)cc1,33.9%[activator],-11.2%
CCC(C)N=CC1=C(O)C(C(=O)OC)C(C)(C)CC1=O (stereo not given),-6.4%,8.4%
CCOC(=O)C1=C(C)N(c2ccc(Cl)cc2)C(=O)NC1c1cccc([N+](=O)[O-])c1 (stereo not given),21.9%,-3.2%[1.84 µM]
CCOC(=O)C(C(=O)NCC1CCCO1)C1CCCCC1 (stereo not given),-7.6%,-0.8%
CCOc1ccccc1CNCCO,5.7%,-16.7%
O=C1CN(C(=O)COc2ccccc2)CCN1,3.1%,12.5%
CCOC(=O)c1cnc(SCC(=O)c2ccc(C)cc2)nc1N,2.5%,13.5%
Cc1ccc(-c2cc(C(F)(F)F)n3ncc(C(=O)O)c3n2)cc1,9.4%,21.2%
O=C(CNC(=O)c1ccccc1F)OCC(=O)N1CCCCC1,0.5%,-1.2%
O=C(NCc1ccco1)C1CCN(c2ccc(N3CCOCC3)nn2)CC1,21.5%,-15.5%
COc1ccccc1-c1nc2n(n1)C(c1ccc(Cl)cc1)C(C(N)=O)=C(C)N2 (stereo not given),-2.7%,-0.5%
CS(=O)(=O)CCC(C(=O)N1CCOCC1)N1C(=O)c2cc(Cl)c(Cl)cc2C1=O (stereo not given),1.3%,4.3%
CCOc1ccc(C(=O)NCC(=O)OCC(=O)c2ccc3c(c2)-c2ccccc2C3)cc1,-9.0%,4.3%
CCC(C)(C)NC(=O)/C=C/c1cccs1,2.5%,7.1%
COC(=O)CSC1=C(C#N)C(c2sccc2C)CC(=O)N1 (stereo not given),-2.3%,3.3%
CCc1nc(Nc2ccc(OC)c(OC)c2)c2nnn(Cc3ccccc3Cl)c2n1,-0.1%,-12.7%
O=C(Nc1nc(SCc2ccc(F)cc2)ns1)c1ccco1,-9.2%,-14.1%
O=C(CSc1ccc2nnc(-c3ccccc3)n2n1)NCC1CCCO1 (stereo not given),-2.2%,-7.3%
COc1ccc([C@H]2[C@@H](C#N)[C@H](C#N)N3CCCN23)cc1,-15.9%,4.8%
CCOC(=O)c1oc2ccccc2c1CN1CCN(C)CC1,-5.4%,12.0%
Cc1ccc(C(=O)NCCCNCCCNC(=O)c2ccc(C)nc2)cn1,-3.6%,0.6%
COc1ccc(-n2c(SCC(=O)Nc3sc4c(c3C#N)CCCC4)nnc2-c2ccccc2OC)cc1,-4.3%,25.4%
COc1cc(NC(=O)c2cccc(COCC(F)(F)C(F)F)c2)cc(OC)c1OC,-3.4%,-0.3%
Cc1c(Cc2ccccc2)c(=O)oc2c(CN(C)C)c(O)c(Cl)cc12,1.5%,-0.1%
CCSc1ncnc2c1sc1nc3c(cc12)COC(C)(C)C3,-3.4%,-15.0%
COc1cccc(-c2nnn(CCc3nn[nH]n3)n2)c1,-5.4%,9.1%
Cc1ccc(CN2CCN(/N=C/c3ccco3)CC2)c(C)c1,3.5%,3.0%
O=S(=O)(NCCc1ccccc1)c1ccccc1,-6.2%,-4.4%
CSc1nc(NC(C)(C)C)nc(N2CCOCC2)n1,0.5%,-9.4%
Cc1nc(C)c(CCNC(=O)c2ccc(C(F)(F)F)cc2)s1,-6.2%,4.4%
CN(C)c1ccc(C(=O)C(O)c2ccccc2)cc1 (stereo not given),-2.2%,3.5%
c1ccc(-c2ccccc2OCCCCN2CCCCC2)cc1,-2.7%,10.6%[1.84 µM]
CC(C)(C)C1CCC(=NNS(=O)(=O)c2ccc(Br)cc2)CC1 (stereo not given),-5.5%,?
O=C1CC(c2c[nH]c3ccccc23)C(=O)N1c1ccccc1 (stereo not given),4.7%,-14.8%
CC1CCc2nc(N)c(C#N)c(-c3cccnc3)c2C1 (stereo not given),5.8%,12.0%
O=C(CCCc1nc2ccccc2s1)N1CCN(c2ccccc2F)CC1,-11.9%,0.4%
Cc1ccc(C(=O)Nc2nc(-c3ccccc3)c(-c3ccccc3)o2)cc1,17.0%,9.1%[1.84 µM]
O=C(Cc1ccc([N+](=O)[O-])cc1)Nc1cccc(C(F)(F)F)c1,-10.2%,28.4%[1.84 µM]
CC(=O)Nc1sc(N/N=C\c2ccco2)nc1-c1cccs1,-5.8%,-4.4%
COc1ccccc1N1CCN(C(=O)c2cccc3c(=O)c(C)c(-c4ccccc4)oc23)CC1,6.7%,4.7%

In the list so far, these have a furan ring, fused or not.
Structure,p53null 32C kill,p53null 39C tox
O=C1CC(c2ccco2)=Nc2ccccc2N1,-9.4%,-13.1%
O=C(NCc1ccco1)C1CCN(c2ccc(N3CCOCC3)nn2)CC1,21.5%,-15.5%
O=C(Nc1nc(SCc2ccc(F)cc2)ns1)c1ccco1,-9.2%,-14.1%
CCOC(=O)c1oc2ccccc2c1CN1CCN(C)CC1,-5.4%,12.0%
Cc1ccc(CN2CCN(/N=C/c3ccco3)CC2)c(C)c1,3.5%,3.0%
CC(=O)Nc1sc(N/N=C\c2ccco2)nc1-c1cccs1,-5.8%,-4.4%

(further entries)
Structure,p53null 32C kill,p53null 39C tox
COC(=O)c1ccc(COc2cccc3c2CCN(Cc2cccc(C)c2)C3=O)o1,-9.6%,-10.1%
CCn1c(COc2ccccc2)nc2ccccc21,-13.3%,-12.7%
O=[N+]([O-])c1cccc(C=Nc2cc3c(cc2Br)OCCO3)c1,-2.7%,2.9%
CCn1c(SCC(=O)OC)nnc1-c1ccncc1,4.0%,30.9%[activator]
C=CCSc1nnc(Cc2c(C)[nH]c3ccccc23)o1,-4.9%,-2.9%
Cc1ccc(-n2nc3cc(C)c(NC(=O)c4cccnc4)cc3n2)cc1,-10.3%,-5.9%
CCOC(=O)c1cnc(-n2nc(C)cc2C)nc1Nc1ccc(N(C)C)cc1,14.5%,10.2%
Cc1cccc(N(C(=O)c2cnc3n(c2=O)CCS3)C2CCCCC2)c1,5.6%,4.3%
Cc1ccc(C)c(OC(=O)c2ccncc2)c1,9.5%,11.7%
O=C(c1cc2ccccc2oc1=O)N(c1ccccc1)C1C=CS(=O)(=O)C1 (stereo not given),7.1%,35.7%[activator]
CCCCN1C(=O)N(C)C2C1N(C)C(=O)N2CCCC (stereo not given),-3.8%,37.9%[activator]
Cc1c(CN(C)C(=O)c2ccc(Br)o2)cnn1C,-8.3%,15.4%
C[C@@H](NC(=O)c1coc(=O)c(Br)c1)c1ccccc1,15.8%,7.4%
CCOCC(=O)Nc1nnc(Cc2ccc(OC)cc2)s1,-0.7%,-10.2%
O=C(NCc1ccccc1)C1COc2ccccc2O1 (stereo not given),-5.9%,-14.5%
O=C(CCCOc1ccccc1)Nc1cccnc1,-11.2%,-1.4%
FC(F)(F)COc1nc(N2CCOCC2)nc(N(c2ccccc2)c2ccccc2)n1,-0.4%,8.5%
CC(=O)c1ccc(N2CCN(C(=S)Nc3cc(C)ccc3C)CC2)cc1,-7.1%,-3.0%
COc1cc(S(=O)(=O)NCc2ccccn2)c(OC)cc1Cl,0.2%,26.7%
CCOc1c(C)cc2[nH]c(CCC(=O)O)nc2c1C,-1.8%,-2.3%
O=C(CCN1CCCCC1)Nc1ccc(Br)cc1,3.6%,18.3%
Cc1cc(C(C)(C)C)oc1C(=O)NCCCNC(=O)c1oc(C(C)(C)C)cc1C,4.0%,-9.9%
CN1CCN(C2=CC(=O)OC23CCCCC3)CC1,-2.5%,7.1%
COc1ccc(-n2c(=O)cc(N3CCN(Cc4ccccc4)CC3)[nH]c2=O)cc1,15.1%,7.4%
O=C(NC1CCCCC1)C(c1ccncc1)N(Cc1ccc2c(c1)OCO2)C(=O)c1cnsn1 (stereo not given),-6.7%,1.2%
CCOC(=O)c1sc(NC(=O)c2ccncc2)nc1C,2.0%,-7.5%
Cc1[nH]c2ccccc2c1/C=N/NC(=O)CNC(=O)c1ccc2c(c1)OCO2,-8.0%,2.1%[1.84 µM]
CCOC(=O)C1=C(C)OC(N)=C(C#N)C1c1cc2cc(C)ccc2nc1N1CCCCC1 (stereo not given),-1.7%,-11.1%
CC1=CC(C)(C)NC(=S)N1c1cccc2ccccc12,5.5%,20.3%
COCCN1CCN(c2c3c(nc4cc(-c5cccc(F)c5)nn24)CCC3)CC1,-10.0%,7.4%
CCCNS(=O)(=O)c1ccc(OCC(=O)Nc2ccccc2F)cc1,-1.6%,-16.5%
CCS(=O)(=O)N1CCN(C(C)CCc2ccccc2)CC1 (stereo not given),-9.0%,20.5%
CCCOC(=O)CCCC[C@H]1SC[C@@H](NC(=O)OC)[C@H]1NC(=O)OC,-11.0%,-18.4%
CCCNC(=O)c1ccc(CN2CCc3ccccc3C2)cc1,13.1%,16.0%
Cc1c(C(=O)Nc2ccc(-c3nnc4n3CCCCC4)cc2)oc2c1ccc1ccccc12,?,-0.2%
COc1ccc(OCC(=O)N/N=C/c2ccsc2)cc1,-2.6%,20.9%
CCc1nc2ccccc2n1CC(C)C(=O)O (stereo not given),5.4%,15.4%
O=C(COC(=O)CNC(=O)c1ccccc1F)Nc1ccc2c(c1)OCCO2,-6.1%,0.3%
CCNC(=O)C1CCCN1S(=O)(=O)c1ccc(C)cc1 (stereo not given),-5.1%,-8.4%
Cc1ccc(S(=O)(=O)Cn2nnnc2C(C(C)C)N2CCN(c3nc4ccccc4s3)CC2)cc1 (stereo not given),-12.7%,-3.7%
CC(C)N1C(=S)SC(C)(C)C1n1oc(=O)n(-c2ccc(Cl)c(Cl)c2)c1=O (stereo not given),-7.0%,-2.5%
COc1ccc(N(CC(=O)NC2CCCCC2)C(=O)CNC(=O)c2ccco2)c(OC)c1,-0.6%,2.5%
COc1ccc(C2=NNC(c3cccs3)=Nc3ccc(OC)cc32)cc1,-9.3%,-21.3%
CC(C)C(=O)NC(C)C(c1cccs1)N1CCN(c2ccccc2)CC1 (stereo not given),7.7%,4.7%
O=C(CN1CCN(Cc2ccccc2Cl)CC1)N/N=C/C=C/c1ccccc1[N+](=O)[O-],-4.6%,7.2%[1.84 µM]
COc1ccc(C(=O)OC2CCN(C)CC2)cc1,-5.7%,-12.4%
CCc1cc2cc(C(=O)Nc3ccc(C)cc3)sc2s1,-7.0%,-19.3%
COc1ccc(-n2c(C)csc2=S)cc1,2.8%,-1.3%
Cc1ccn2cc(CCNC(=O)CC(C)(C)C)nc2c1,1.9%,7.1%
COc1cc(-c2nc(S(=O)(=O)c3ccc(Cl)cc3)c(N(C)C)o2)cc(OC)c1OC,-2.2%,-10.8%

Next part.
Structure,p53null 32C kill,p53null 39C tox
Cc1ccc(CN(CC(=O)NC2CCCC2)C(=O)CSc2nnc(COc3ccccc3)o2)cc1,17.6%,7.2%
CCn1c(CNc2nc(-c3ccccc3)cs2)nnc1SCC(=O)NCc1ccccc1,-0.4%,-24.2%
CCCCNC(=O)C1CCN(C(=O)Nc2ccc(C)cc2)CC1,5.9%,7.1%
COc1ccc(N2CCN(Cc3nc4c(c(=O)n(C)c(=O)n4C)n3CCc3ccccc3)CC2)cc1,-9.0%,1.2%
O=S(=O)(c1ccc(Br)cc1)N1CCCC1c1nc2ccccc2s1 (stereo not given),1.4%,-6.7%
Cc1cc(C)nc(N2CCCC(C(=O)NCc3ccccc3)C2)n1 (stereo not given),-13.3%,-5.0%
COc1cc2c(cc1OC)C(c1cc3cc4c(cc3[nH]c1=O)OCO4)N(C(=O)C1CC1)CC2 (stereo not given),1.6%,-11.3%
COc1ccc(N2CCN(C(=O)NC3CCCCC3)CC2)cc1,-5.1%,-7.0%
COc1cc(S(=O)(=O)n2nnc3ccccc32)c(OC)cc1Cl,1.4%,-13.8%
O=C1c2ccccc2-c2c1cccc2C(=O)N1CCCCC1,-3.8%,22.4%
CCOC(=O)c1nc2cc3n(c(CC(C)C)c-2c1C)CC(C)=C3C,-4.2%,2.0%
COc1ccc(N(CC(=O)NC2CCCC2)C(=O)Cn2nnc(-c3ccc(C)cc3)n2)cc1,-14.9%,-4.8%

Some of the compounds tested (hit frequency here may not be typical).
